MITF TRPM1 inh: inhibitors of MITF-dependent TRPM1 promoter reporter, primary screen, cell-based, SK-MEL-5, single point, luciferase | SK-MEL-5 TRPM1 promoter luciferase, 24 h | actives 0.83% (n = 330,000) | inhibition, % at 12.5 µM | AID 488899, 2010;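 active = mean inhibition across replicates of 60% or more, whatever share of single replicates reaches that level; inconclusive = some that reach 60%, reason not given; inactive = mean inhibition across replicates below 60%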; also: values of inactives mirror those of a sister screen read the other way
NR2E3 ag-1: inhibitors of NR2E3-RetCOR corepressor binding, primary screen, NR2E3 agonist project, biochemical, TR-FRET, GST-NR2E3, biotin-RetCOR; Photoreceptor-specific nuclear receptor (Homo sapiens), Q9Y5X4; inhibition of corepressor binding, % at 4.78 µM; AID 2300, 2010; 1536-well; actives 0.12% (n = 320,000);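 active = percent inhibition above the cutoff of mean plus 3 SD of all tested compounds, set per screening campaign, cut at about 20% in these data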;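 also: 0% = DMSO wells and 100% = biotin wells as full block of FRET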
Target sequence (Q9Y5X4 whole entry, looked up): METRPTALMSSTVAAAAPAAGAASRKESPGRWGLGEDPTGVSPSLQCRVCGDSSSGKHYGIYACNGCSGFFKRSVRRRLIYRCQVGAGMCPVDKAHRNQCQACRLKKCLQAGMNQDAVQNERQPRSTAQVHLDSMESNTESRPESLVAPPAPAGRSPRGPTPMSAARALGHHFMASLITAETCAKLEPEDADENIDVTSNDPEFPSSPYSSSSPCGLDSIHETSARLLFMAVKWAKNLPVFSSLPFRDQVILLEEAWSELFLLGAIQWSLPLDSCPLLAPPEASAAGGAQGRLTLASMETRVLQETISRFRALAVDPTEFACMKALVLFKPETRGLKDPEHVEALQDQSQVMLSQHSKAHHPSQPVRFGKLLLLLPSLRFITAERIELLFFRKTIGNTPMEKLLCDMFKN
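Format: 1536-well format; test system: GST-NR2E3 and biotin-RetCOR proteins; read-out basis: percent inhibition of TR-FRET ratio; timing: 5 h incubation at 4 °C; detection: time-resolved FRET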
aDG glyco up: activators of alpha-DG glycosylation, primary screen, uHTS, Pro5-aDG cells, AlphaScreen; activation, % at 10 µM; alpha-DG glycosylation AlphaScreen (IIH6); 0% Pro5, 100% B10-LARGE cell signal; AID 624168, 2012; actives 0.22% (n = 360,000);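 active = activation of at least 8% versus controls, or a plate z-score of at least 8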;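 also: Pro5 are CHO cells carrying HIG-tagged alpha-DG that lacks glycosylation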
hiPSC survival: enhancers of single-cell hiPSC survival, primary screen, ATPlite luminescence | 100% = ROCK inhibitor wells, 0% = DMSO | survival enhancement, % at 20 µM | actives 0.044% (n = 360,000) | AID 602274, 2012; in the data active = survival enhancement above about 18%;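 also: cells exposed to compounds for 16 hours before the ATP read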
HIF-2a inh: HIF-2a reporter inhibitors, primary screen, luminescence, 786-0 RCC cells; 786-0 RCC cells HIF-2a reporter, luciferase luminescence, overnight; inhibition, % at 18.8 µM; actives 0.72% (n = 360,000);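 active = inhibition of the luminescence signal of 40% or more relative to plate controls, in a single-dose primary screen at 18.75 µM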
Exocytosis inh: LAMP-1 surface exposure blockers, TALL-104 cells – cell-based, flow cytometry, MLPCN library, primary screen. inhibition, % at 10 µM. actives 0.66% (n = 360,000). TALL-104 LAMP-1 surface exposure; cells stimulated with thapsigargin and PMA. AID 651702, 2012;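 active = inhibition above about 55%, limit read from the data; inconclusive = no clear call, values can overlap the other calls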
Peg3 prom inh: Peg3 promoter-driven luciferase inhibitors, primary screen, cell-based, HeLa, luciferase luminescence. HeLa PEG-Prom luciferase reporter, overnight. inhibition, % at 20 µM. actives 1.7% (n = 360,000). AID 588405, 2011;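 active = inhibition of at least 50% at 20 µM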
Vif imaging: HIV Vif self-association inhibitors, primary screen, imaging, HEK293T, single point. HEK293T cells, Vif self-association by quenched fluorescence, 24 h. inhibition, % at 7.49 µM. actives 0.35% (n = 340,000); in the data active = inhibition above about 50%, passing the limit was not always enough; inconclusive = no clear call, values can overlap the other calls; inactive = below about 31%; also: some results filed as inactive read as strong as hits
PDI inh: inhibitors of human PDI, primary screen, biochemical, turbidity, single point, plate reader | actives 0.052% (n = 350,000) | Protein disulfide-isomerase (Homo sapiens), P07237 | inhibition, % at 10 µM | PDI insulin aggregation turbidity, A650, 90 min;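 active = mean inhibition across replicates of 30% or more, whatever share of single replicates reach that level; inconclusive = mean inhibition below 30% while every single replicate reaches 30%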;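 also: absorbance from insulin aggregation driven by PDI reduction with DTT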
Target sequence (P07237 whole entry, looked up): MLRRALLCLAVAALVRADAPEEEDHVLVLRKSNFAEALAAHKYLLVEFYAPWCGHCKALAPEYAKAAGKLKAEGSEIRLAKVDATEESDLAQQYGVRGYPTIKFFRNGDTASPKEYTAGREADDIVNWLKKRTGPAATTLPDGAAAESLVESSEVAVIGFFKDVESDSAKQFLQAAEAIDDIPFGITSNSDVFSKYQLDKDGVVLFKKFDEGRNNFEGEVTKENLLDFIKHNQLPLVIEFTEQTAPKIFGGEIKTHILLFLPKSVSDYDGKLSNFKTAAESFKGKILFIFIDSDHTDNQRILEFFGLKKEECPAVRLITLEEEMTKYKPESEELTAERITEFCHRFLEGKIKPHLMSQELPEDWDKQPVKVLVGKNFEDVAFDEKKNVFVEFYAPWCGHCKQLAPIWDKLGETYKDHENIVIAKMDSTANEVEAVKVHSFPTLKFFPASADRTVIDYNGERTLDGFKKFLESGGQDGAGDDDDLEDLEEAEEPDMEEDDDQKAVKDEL
NR2E3 ag-2: NR2E3 agonists in two-hybrid cells, primary screen, cell-based, luminescence, CHO-S, Gal4-NCOR/VP16-NR2E3; Photoreceptor-specific nuclear receptor (Homo sapiens), Q9Y5X4; luciferase; AID 602229, 2012; inhibition of corepressor binding, % at 3.98 µM; actives 0.35% (n = 360,000);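 active = inhibition above the mean of all tested compounds plus 3 SD, cut at about 70% in these data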;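 also: 0% = DMSO with NR2E3 transfected cells and 100% = cells lacking NR2E3 construct; higher means lower luciferase signal from less NR2E3 corepressor binding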
CaV13 ICDI inh: Primary screen for inhibitors of IQ motif and Ca2+-dependent inactivation inhibitor domain binding in CACNA1D, Förster resonance energy transfer in living cells, … | AID 743397 | actives 0.098% (n = 340,000) | HEK cells, CFP/YFP FRET ICDI-IQ, plate reader, 10 min; percent FRET-ratio fall versus neutral wells | inhibition, % at 12.3 µM;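 active = mean replicate inhibition of at least 30% and at least 1% of replicates passing that level; inconclusive = only one of the two criteria is met; inactive = neither criterion is met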;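 also: 0% = median of the neutral control wells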
Numbers without * were called inactive; ? = inconclusive; · = no result given.

SMILES	MITF TRPM1 inh	NR2E3 ag-1	aDG glyco up	hiPSC survival	HIF-2a inh	Exocytosis inh	Peg3 prom inh	Vif imaging	PDI inh	NR2E3 ag-2	CaV13 ICDI inh
CSc1ccccc1N1CCN(C(=O)Nc2ccc3c(c2)NC(=O)CO3)CC1	0.0	-7.6	0.8	-2.5	6.6	1.3	3.7	0.3	2.3	4.6	-5.9
O=C(NNC(=O)c1nn(-c2ccc(F)cc2)ccc1=O)c1ccccc1Cl	-7.0	-0.8	0.1	-0.4	21.9	-5.1	7.5	-3.2	-1.3	-3.7	0.8
CCOC1=C2CN(S(=O)(=O)c3ccc(C)cc3)[C@H](c3cccc(Cl)c3)C[C@@H]2N(S(=O)(=O)c2ccccc2[N+](=O)[O-])[C@H](c2ccccc2)C1	·	·	-0.3	-1.3	1.9	-4.0	14.5	·	·	-7.7	-3.2
CN1C(=O)[C@@H]2[C@@H]3C[C@@H]([C@H]4ON=C(c5ccccc5OCC#N)[C@@H]34)[C@@H]2C1=O	0.9	4.7	-0.1	0.0	13.9	-4.8	13.1	-0.5	0.0	-33.6	-3.9
CCOc1ccc(N(CC(=O)Nc2ccc(C)cc2)S(C)(=O)=O)cc1	-80.2	4.6	0.0	0.9	-239.9	-4.4	-195.1	1.6	6.3	-67.5	-4.3
Cn1c(CC(=O)Nc2ccc(Cl)c(Cl)c2)nnc1SCC(=O)NCc1ccccc1	-1.3	1.0	0.1	-0.6	17.2	2.0	-2.6	-2.0	-8.1	-22.3	-4.9
NS(=O)(=O)c1ccc(-c2ccc(/C=C3\C(=O)Nc4cc(Cl)ccc43)o2)cc1	28.5	·	0.0	0.0	13.2	-1.0	22.6	-4.2	-0.1	-8.3	-5.9
Clc1ccc(-c2cc3ccccc3[nH]2)cc1	-31.8	-1.1	-0.1	-2.1	-262.0	1.8	-248.6	-2.1	-0.6	-115.9	-5.4
COc1ccc(CCNC(=O)c2cc(S(=O)(=O)N(C)C)ccc2N2CCCC2)cc1OC	-12.3	1.8	0.0	-0.4	16.5	-1.1	8.3	-0.6	5.6	-16.9	-7.5
O=C1NCCCC1C(=O)NCCN1C(=O)CCC1=O (stereo unspecified)	-14.4	2.7	-0.1	0.5	2.5	-2.6	1.5	2.6	6.6	12.2	-8.0
CCOc1ccccc1C(=O)N[C@H](C(=O)OCc1cc([N+](=O)[O-])cc2c1OCOC2)C(C)C	8.9	-1.3	0.7	1.0	17.1	3.1	31.8	-7.1	-4.7	-32.1	-3.8
Cc1ccc(/C=N/N2CCN(Cc3cccc4ccccc34)CC2)o1	3.9	-0.6	-0.1	1.5	20.6	5.8	26.5	-10.2	9.3	4.9	-5.2
COc1ccc(Cc2nnc(NC(=O)C3CC(=O)N(c4ccc(OC)cc4)C3)s2)cc1 (stereo unspecified)	-3.1	0.0	-0.1	-0.4	12.6	-2.8	4.7	3.7	-9.5	-38.8	-3.1
CCN(CC)S(=O)(=O)c1ccc(N2CCOCC2)c(NC(=O)C(=O)c2c(-c3ccccc3)cc3ccccn23)c1	9.8	-1.0	-0.6	0.1	11.4	31.2	11.0	-18.1	6.0	-17.6	-4.3
CN(CC(=O)Nc1ccccc1Br)C(=O)c1ccc2c(=O)n3c(nc2c1)CCC3	0.6	2.6	0.8	-1.7	7.7	9.6	2.5	9.7	4.9	-13.8	-13.0
Cc1cc(C)cc(NC(=O)CSCc2nc3c(nnn3Cc3ccc(F)cc3)c(=O)[nH]2)c1	9.9	2.8	0.2	-1.0	15.5	-0.3	-0.3	-8.0	11.5	0.8	-8.4
O=[N+]([O-])c1ccc(NCCCO)c(C(F)(F)F)c1	16.8	1.2	0.2	0.7	9.9	-7.5	-3.4	-3.3	-14.3	-12.1	-19.7
Cc1ccc(OCCCC(=O)Nc2ccc(S(N)(=O)=O)cc2)cc1	-4.2	2.5	-0.5	2.7	11.9	-4.2	6.0	10.6	-7.2	-15.9	-2.3
CN1C(c2ccccc2)=NO[C@]1(C)c1ccccc1	-4.6	3.0	0.0	-0.5	0.8	3.7	-15.7	-3.6	-2.7	1.2	-4.9
Cc1cc(NC(=O)CCC(=O)N(CC(=O)NC2CCCC2)c2ccccc2)no1	-9.1	1.3	-0.3	-2.6	5.3	0.3	14.4	-9.9	1.2	-4.8	-4.0
CCOC(=O)c1nn(-c2ccc(C)cc2)cc1C(=O)c1ccccc1	-124.0	-2.8	0.5	-2.8	-228.6	-1.6	-271.0	?	6.5	-118.3	-4.5
CNC(=S)NNC(=O)c1ccc2c(c1)OCO2	-4.1	3.4	0.8	-0.3	1.8	-3.6	11.9	13.4	-7.5	-34.4	-6.2
Nn1c(SCC(=O)NC2CCCCC2)nnc1C1CC1	8.3	0.6	0.0	1.0	17.7	-1.1	3.6	4.0	4.7	13.8	-4.4
COc1ccc2c(c1)CCCN2C(N)=Nc1ccc(Cl)cc1	-4.4	-1.4	1.1	-0.4	12.6	11.6	-5.7	-5.6	-2.7	-31.7	-4.7
O=C1SC(c2ccccc2)=C/C1=C\N1CCCCC1	16.0	-7.8	-0.1	-2.0	-83.7	-5.5	-43.9	19.8	3.0	-45.1	-8.0

Next section, starting with the last 3 of the part before.
SMILES	MITF TRPM1 inh	NR2E3 ag-1	aDG glyco up	hiPSC survival	HIF-2a inh	Exocytosis inh	Peg3 prom inh	Vif imaging	PDI inh	NR2E3 ag-2	CaV13 ICDI inh
Nn1c(SCC(=O)NC2CCCCC2)nnc1C1CC1	8.3	0.6	0.0	1.0	17.7	-1.1	3.6	4.0	4.7	13.8	-4.4
COc1ccc2c(c1)CCCN2C(N)=Nc1ccc(Cl)cc1	-4.4	-1.4	1.1	-0.4	12.6	11.6	-5.7	-5.6	-2.7	-31.7	-4.7
O=C1SC(c2ccccc2)=C/C1=C\N1CCCCC1	16.0	-7.8	-0.1	-2.0	-83.7	-5.5	-43.9	19.8	3.0	-45.1	-8.0
COc1ccc(NC(=O)Nc2cc(NC(=O)Nc3ccc(OC)cc3)c(C)nc2C)cc1	0.3	0.5	-0.3	0.0	2.9	-8.8	11.9	-1.5	-8.7	-7.3	-2.9
COC/C=C/C1=CC2=CC(=O)C(C)(OC(=O)c3cnc4ccccc4n3)C(=O)C2=CN1Cc1ccc(OC)cc1 (stereo unspecified)	22.0	-2.3	-0.1	-0.6	-0.5	-22.2	-13.6	·	2.8	-41.5	-9.3
COc1ccc(OC)c(/C=N/NC(=O)Cc2nc3ccccc3[nH]2)c1	-0.7	3.7	-0.1	1.2	13.8	-3.9	-6.4	0.2	-0.7	23.5	-5.3
O=C(CN1C(=O)NC2(CCCCCC2)C1=O)N1CCN(S(=O)(=O)c2ccc(Cl)cc2)CC1	-2.0	2.8	0.0	0.0	3.9	-1.5	6.4	·	-4.8	-12.0	-3.9
Cc1ccc(-n2nc(CN3CCOCC3)c(-c3ccccc3)c2N)c(C)c1	-0.7	1.3	-0.2	0.3	13.4	-3.3	10.1	·	4.3	13.5	-3.6
COc1ccccc1NC(=O)CNC(=O)Cn1c(C)cc2ccccc2c1=O	6.1	4.5	0.3	-0.3	9.7	-0.4	-6.4	-2.3	-6.6	24.9	-3.1
COc1ccc(CNC(=S)N2CCN(Cc3ccccc3)CC2)cc1	11.5	0.1	0.0	-0.2	17.1	-2.2	18.4	1.1	1.2	-3.4	2.1
COc1ccc(OC)c(NC(=O)Cn2cnc3c(cnn3-c3ccccc3)c2=O)c1	2.6	5.9	0.2	-0.1	13.4	3.8	16.5	-12.3	-3.9	7.7	-4.9
CSc1nnc(-c2ccc(S(=O)(=O)N3CCOCC3)cc2)n1C	-7.1	3.6	-0.1	-0.1	9.3	-4.3	8.4	28.0	7.9	-2.8	-2.6
O=C(COc1ccc(F)c(Cl)c1)N1CCCCCCC1	11.5	0.9	0.0	-0.8	-17.5	0.2	-3.5	2.3	-2.7	-22.8	6.0
COc1ccccc1C(O)P(=O)(OC(C)C)c1ccc(N(C)C)cc1 (stereo unspecified)	10.8	-0.3	-0.3	1.3	6.8	-1.8	3.3	-12.1	6.8	-0.4	-3.2
N=P(N1CCOCC1)(N1CCOCC1)C12CC3CC(CC(C3)C1)C2	0.6	0.3	-0.1	1.3	12.5	3.3	7.0	-4.2	-2.0	-4.6	-6.7
CCOC(=O)c1cc(NC(=O)CC(C)(C)CC(=O)O)ccc1N1CCCCC1	-16.4	-1.5	0.0	2.8	12.9	0.7	12.0	9.6	8.9	-20.4	-4.7
OC(CN1CCN(Cc2ccccc2)CC1)c1ccc(Br)cc1 (stereo unspecified)	-6.3	0.3	-0.1	-0.4	10.8	29.3	10.7	-4.7	2.5	-3.8	-3.6
S=C(Nc1ccc(Cl)cc1)NN1CCOCC1	7.2	1.4	-0.1	-0.4	10.4	2.1	1.7	-2.3	7.5	-2.0	-3.0
Cc1cc(Br)ccc1SCC(=O)OCC(=O)NC1CC1	14.9	0.8	0.1	-0.2	2.3	0.4	-2.3	25.3	-4.9	0.8	-14.3
CCOC(=O)C(CCC(=O)O)(CCC(C)C)c1csc(N)n1 (stereo unspecified)	9.5	4.1	0.0	2.6	28.1	-4.1	13.5	-13.8	2.6	-2.5	-3.9
C=CCOC(=O)CCCC(=O)NC1CCCCC1	4.1	-3.5	0.0	-1.6	-10.9	2.0	12.2	4.0	-1.2	-6.8	-4.8
Cc1cc(C)cc(N(CCC(=O)O)S(=O)(=O)c2ccc3ccccc3c2)c1	-10.1	0.7	1.2	-1.4	11.1	?	0.4	0.8	4.3	10.2	-14.2
O=C(NCc1ccco1)C(=O)NCC1OCCN1C(=O)c1ccc(Cl)cc1 (stereo unspecified)	5.9	1.8	1.0	-0.1	8.4	0.3	13.7	2.3	4.0	20.2	-6.2
O=C(O)c1nn(-c2ccccc2)c(-c2ccccc2)c1C(=O)c1ccccc1	-8.1	-1.0	0.3	-0.9	9.0	1.5	1.9	-5.8	-5.0	8.7	-3.6
Cc1ccc(S(=O)(=O)N2CC(O)CC2C(=O)Nc2ccc3c(c2)CCC3)cc1 (stereo unspecified)	11.0	0.2	-0.1	-5.4	-18.7	0.1	1.0	-7.7	-23.0	14.6	0.7
